Screening data deposited in PubChem by Sanford-Burnham Center for Chemical Genomics.
DUSP3 inh: VHR1 phosphatase inhibitors, primary screen, biochemical, colorimetric, HTS; Dual specificity protein phosphatase 3 (Homo sapiens), P51452; AID 1992, 2009; recombinant VHR phosphatase, colorimetric substrate read-out; inhibition, % at 20 µM; hit rate 0.7% among 50,000; in the data active = inhibition above about 60%; also: some results filed as inactive read as strong as hits
Target sequence (P51452 whole entry, looked up): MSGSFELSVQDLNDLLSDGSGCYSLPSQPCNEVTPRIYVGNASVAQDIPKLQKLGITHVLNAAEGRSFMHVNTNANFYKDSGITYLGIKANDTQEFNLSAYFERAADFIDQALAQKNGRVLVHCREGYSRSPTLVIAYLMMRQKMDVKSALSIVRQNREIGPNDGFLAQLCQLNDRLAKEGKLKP
Starred values were filed as active, the others as inactive.

SMILES | DUSP3 inh
COCCNC(=O)CN(c1ccccc1OC)S(=O)(=O)c1ccccc1 | -23.9
Nc1nc(SCc2ccc(Cl)c(Cl)c2)nc2sc3c(c12)CCC3 | -9.6
CCOC(=O)c1c(-c2ccccc2)oc2ccc(O)c(CN3CCCC3)c12 | -5.1
COc1cc(NC(=O)COc2ccc(C)cc2)ccc1NC(=O)c1ccco1 | -28.5
COc1ccc(NC(=O)COc2ccc(-c3ccc(C)cc3)cc2)cc1 | -18.1
CCOC(=O)c1c(NC(=O)CSc2nncn2C)sc2c1CCCC2 | -0.5
N/C(=N/OC(=O)c1ccccc1F)c1nonc1N | -2.9
Cc1ccc(S(=O)(=O)CCc2nc3ccccc3o2)cc1 | -10.9
CCc1ccc(CNCCc2ccc(OC)c(OC)c2)cc1 | 1.4
COc1ccc(OC)c(NC(=O)CN(c2ccc(C)cc2)S(=O)(=O)c2ccc(OC)c(OC)c2)c1 | -11.7
CCOC(=O)c1c(C)nc(C)c(C(=O)OCC)c1-c1ccccc1 | 6.1
O=[N+]([O-])c1ccc(NCCNS(=O)(=O)c2ccc(Cl)cc2)c(Cl)c1 | -27.1
O=C(CC1Nc2ccccc2NC1=O)Nc1ccc(O)cc1 (centres undefined) | -22.1
COc1ccc(C2(CNC(=O)/C=C/c3ccco3)CCCC2)cc1OC | 17.3
CC(=O)c1cccc(NC(=O)CSc2nncn2C)c1 | 10.0
Oc1ccc(/C=N/Nc2ccc(C(F)(F)F)cn2)c(O)c1 | 8.7
COC(=O)C1=C(O)/C(=C/c2cc(C)n(-c3ccc(Cl)cc3Cl)c2C)N=C1C | -11.0
C=CCOc1ccc(/C=C2\C(=O)NC(=O)N(c3ccc(F)cc3)C2=O)cc1OC | 6.9
CC1CC(Nc2ccccc2)c2ccccc2N1C(=O)c1ccc(NS(C)(=O)=O)cc1 (centres undefined) | -0.3
CC(C)c1cccc(C(C)C)c1NC(=O)c1cccs1 | -30.9
CC(C)N1CCc2c(sc3[nH]c(=S)n(-c4ccccc4)c(=O)c23)C1 | 11.6
N#Cc1c(-c2c3ccccc3cc3ccccc23)[nH]c(=S)[nH]c1=O | -5.3
COC(=O)C1=C(C)NC(=O)CC1c1ccc(Cl)c(Cl)c1 (centres undefined) | -26.0
COc1ccc(CCNS(=O)(=O)c2ccccc2[N+](=O)[O-])cc1OC | -9.6
Cc1ccc(NC(=O)CSc2nc(C)cc(C)n2)cc1 | -8.7
COc1cc(C(=O)N/C(=C/c2ccco2)C(=O)Nc2ccccc2)cc(OC)c1OC | 1.6
CCOC(=O)c1c(N2C(=O)CC(Sc3nc4ccccc4s3)C2=O)sc2c1CCCC2 (centres undefined) | -3.2
COc1ccccc1-c1nnc(-c2ccco2)o1 | 2.7
Cc1ccsc1C=Nc1ccc(-c2ccc([N+](=O)[O-])cc2)cc1 | -0.7
CC(C)Oc1ccc(/C=C(/NC(=O)c2ccccc2)C(=O)NCCCO)cc1 | -27.0
COCCOC(=O)c1c(C)oc2ccc(OCc3cccc(Br)c3)cc12 | -7.5
CC(C)(C)c1ccc(C(=O)Nc2ccc(NC(=O)COc3ccccc3Cl)cc2)cc1 | -14.4
CCCC1=C(C(=O)OCC)C(c2ccc(CC)cc2)NC(=O)N1 (centres undefined) | 5.1
c1ccc2cc(OCCCCn3ccnc3)ccc2c1 | 0.7
CCOc1ccc(/C=C(\NC(C)=O)C(=O)O)cc1 | -6.4
O=C(CC(C(=O)O)N1CCOCC1)c1ccccc1 (centres undefined) | -2.6
O=C(Oc1ccc([N+](=O)[O-])cc1)c1ccc(Br)c(S(=O)(=O)N2CCCCC2)c1 | -5.1
O=C1OC(c2ccc(F)cc2)=N/C1=C\c1ccc(OC(=O)c2ccccc2Cl)cc1 | -0.8
COC(=O)c1c(NC(=O)C(F)(F)F)sc(/C(C)=C/C#N)c1C | -7.9
CCOCCOC(=O)c1cccc(NC(=O)Nc2ccc(Cl)cc2)c1 | 9.0

A few values from the list.
`O=[N+]([O-])c1ccc(NCCNS(=O)(=O)c2ccc(Cl)cc2)c(Cl)c1` – DUSP3 inh = -27.1
`Cc1ccc(S(=O)(=O)CCc2nc3ccccc3o2)cc1` – DUSP3 inh = -10.9
`N#Cc1c(-c2c3ccccc3cc3ccccc23)[nH]c(=S)[nH]c1=O` – DUSP3 inh = -5.3
`COC(=O)C1=C(O)/C(=C/c2cc(C)n(-c3ccc(Cl)cc3Cl)c2C)N=C1C` – DUSP3 inh = -11.0
`COc1ccccc1-c1nnc(-c2ccco2)o1` – DUSP3 inh = 2.7

(further entries)
SMILES | DUSP3 inh
CCOc1ccc(-c2cnc(=S)[nH]c2N)cc1 | -52.8
O=C(Nc1ncc(Cc2cc(Cl)ccc2Cl)s1)c1ccccc1Br | -10.8
O=C(NC(c1ccccc1Cl)c1c(O)ccc2ccccc12)c1ccccc1 (centres undefined) | -14.3
O=C(CCC1CCCCC1)NCCc1ccccc1 | 2.4
COc1ccc(OC)c(NC(=O)C2CC(=O)N(c3ccc(Br)cc3)C2)c1 (centres undefined) | -10.3
Cc1cccc(N2C(=O)CC(N3CCN(c4cccc(Cl)c4)CC3)C2=O)c1 (centres undefined) | -6.9
O=C(COc1ccccc1)N1N=C(c2ccc(Cl)cc2)CC1(O)C(F)(F)F (centres undefined) | -12.5
Cc1cc(Cl)ccc1OCC(=O)Nc1ccc(OC(F)(F)F)cc1 | -4.4
COc1ccc(NC(=O)COc2ccc(C)cc2C)cc1OC | -0.8
O=C1/C(=C\c2cccc(C(F)(F)F)c2)SC(=S)N1c1ccccc1 | 24.0
CC(C)(C)c1ccc(C(=O)Nc2sc3c(c2C(N)=O)CCCCCC3)cc1 | -17.9
NC(=O)C1CCN(C2CC(=O)N(c3cccc(Br)c3)C2=O)CC1 (centres undefined) | -21.9
Clc1ccc(CN2CCN(C3CCCC3)CC2)cc1 | -11.3
O=C(Nc1ccc(Cl)cc1)N1CCN(c2cccc(Cl)c2)CC1 | -1.1
O=C(N/N=C/c1ccc(Br)cc1)c1cc(C23CC4CC(CC(C4)C2)C3)[nH]n1 | -16.3
Cc1ccc(N2CC(C(=O)Nc3ccc(C)c(C)c3)CC2=O)cc1 (centres undefined) | -19.3
O=C(Nc1ccccc1I)C1CC(=O)N(c2ccc(Br)cc2)C1 (centres undefined) | 1.9
Cc1cc(/C=C2/C(=O)NC(=O)N(C)C2=O)c(C)n1-c1ccccc1 | -8.8
Cc1ccc(-c2cc(NC(=O)COc3ccccc3)n[nH]2)cc1 | -15.0
Cc1cccc(NC(=O)/C(C#N)=C/c2ccc(-c3ccccc3[N+](=O)[O-])o2)c1 | 20.8
CC(=O)N1c2ccccc2Sc2ccccc21 | -1.4
O=C(Nc1nnc(C23CC4CC(CC(C4)C2)C3)s1)c1cccs1 | -11.8
O=C(Nc1cccc2nsnc12)c1ccc(Br)o1 | 9.6
CN1CCC(=NNC(=O)CN(c2cccc(Cl)c2)S(=O)(=O)c2ccccc2)CC1 | -11.0
COc1ccc(NC(=O)CSc2nc(-c3ccccc3)c(-c3ccccc3)o2)cc1 | -7.5
CCOc1ccccc1/C=N/NC(=O)CC1C(=O)NN=C1C (centres undefined) | 2.0
CCC(=O)Nc1ccc(S(=O)(=O)N2CCCCCC2)cc1 | -3.2
Cc1ccc2ncnc(NCc3ccco3)c2c1 | 6.3
COc1ccccc1C(=O)Nc1ccc(I)cc1Cl | -11.5
Cc1cccc(C(=O)NCC2CCCO2)c1 (centres undefined) | 22.9
Cc1cc(C)c(/C=N/n2cnnc2)cc1C | 1.2
COc1ccccc1N(CC(=O)Nc1ccccc1)S(=O)(=O)c1ccccc1 | -42.9
CCOC(=O)c1c(-n2c(C)cc(/C=C3\NC(=O)NC3=O)c2C)sc2c1CCCC2 | 0.0
COc1ccccc1NC(=O)COc1ccc(Cl)cc1 | -5.9
NC(=O)/C=C\C(=O)Nc1cccc(C(F)(F)F)c1 | 6.3
COc1cc(OC)c(OC)cc1CN1CCN(C2CCCC(C)C2)CC1 (centres undefined) | 1.4
CNC(=O)c1c(NC(=O)c2ccccc2F)sc2c1CCCCC2 | -15.8
Cc1ccc(S(=O)(=O)Nc2ccccc2C(F)(F)F)cc1 | -3.8
CC1(C)CC(=O)C(Sc2ccc([N+](=O)[O-])cc2)=C(O)C1 | -59.8
Cc1sc(-c2c(C#N)c(N)nc3c2CCCCC3)cc1[N+](=O)[O-] | -23.6
CC(C)NC(=O)/C(=C\c1ccco1)NC(=O)c1ccccc1 | 10.4
Cc1cnn(-c2cc(N/N=C/c3ccc(O)cc3)ncn2)c1 | 31.0
C/C(Nc1ccccc1)=C(/C#N)C(N)=O | -0.2
O=c1n(Cc2ccc(Cl)cc2)c2cc([N+](=O)[O-])c([N+](=O)[O-])cc2n1Cc1ccc(Cl)cc1 | -2.3
c1ccc(Nc2nnc(CSc3nc4ccccc4s3)s2)cc1 | -10.8
CC(=O)CC(=O)Nc1ccc2ccccc2c1 | -12.7
NC(N)=NS(=O)(=O)c1ccc(NS(=O)(=O)c2ccccc2)cc1 | -25.5
Cc1cn(C2CC(O)C(CO)O2)c(=O)n(C)c1=O (centres undefined) | -15.2
COc1ccccc1C(=O)NN1C(=O)/C(=C/c2ccc(N(C)C)cc2)SC1=S | 0.1
COc1ccc(NC(=O)Cc2ccccc2[N+](=O)[O-])cc1 | 1.8
CN1C(=O)C(=Cc2ccc(OCc3cccc(C(=O)O)c3)cc2)C(=O)N(C)C1=O | -1.3
C/C(CC(=O)Nc1cccc2ccccc12)=N\NC(=O)c1ccoc1C | -10.8
O=C(c1c(Cl)cccc1Cl)N1CCN(c2cccc(Cl)c2)CC1 | -98.2
O=C1OC(c2ccccc2Cl)=N/C1=C\c1ccccc1C(F)(F)F | -14.0
COc1ccc(CC(=O)O/N=C(\N)c2cccnc2)cc1OC | -12.2
CCOc1cc(/C=C2\SC(=S)N(CCOC)C2=O)ccc1O | 8.7
COc1ccccc1OCCNC(=O)c1ccc(OC)c([N+](=O)[O-])c1 | -2.1
COc1ccccc1N1CCN(/N=C(\C)c2ccc(O)cc2)CC1 | 4.9
COc1ccc(OC)c(S(=O)(=O)N2CCCCCC2)c1 | -30.8
COc1cc(-c2nc3sc4c(c3c(=O)[nH]2)CCCC4)cc([N+](=O)[O-])c1O | -0.3

The list goes on, starting with the last 5 of the part before.
SMILES | DUSP3 inh
CCOc1cc(/C=C2\SC(=S)N(CCOC)C2=O)ccc1O | 8.7
COc1ccccc1OCCNC(=O)c1ccc(OC)c([N+](=O)[O-])c1 | -2.1
COc1ccccc1N1CCN(/N=C(\C)c2ccc(O)cc2)CC1 | 4.9
COc1ccc(OC)c(S(=O)(=O)N2CCCCCC2)c1 | -30.8
COc1cc(-c2nc3sc4c(c3c(=O)[nH]2)CCCC4)cc([N+](=O)[O-])c1O | -0.3
CC(C)(C)c1ccc(OCC(O)CS(=O)(=O)Cc2ccccc2)cc1 (centres undefined) | -25.1
O=C(NCc1ccccc1Cl)C(=O)NC1CC1 | -16.2
CN(Cc1ccccc1)C(=O)c1cc2nc(-c3ccc(Cl)cc3)cc(C(F)(F)F)n2n1 | -6.5
COc1ccc(-c2cc(C(=O)Nc3nc(C)c(C)s3)c3ccccc3n2)cc1OC | -7.8
COc1cc(C(=O)Nc2ccc(Br)cc2C(=O)c2cc(OC)c(OC)c(OC)c2)cc(OC)c1OC | 0.3
Cc1cc(C)nc(SCC(=O)Nc2ccccc2C)n1 | -4.1
CC(=O)c1cccc(NC(=O)/C=C/c2ccccc2Cl)c1 | 10.7
CCOC(=O)c1csc(NC(=O)c2ccc([N+](=O)[O-])o2)n1 | 30.5
O=C(Nc1cccc2nsnc12)c1ccccc1Br | -20.1
CC1=C(C(=O)OC2CCCCC2)C(c2ccccc2Br)NC(=O)N1 (centres undefined) | -13.2
O=C1NC(c2ccccc2Cl)Nc2sc3c(c21)CCCC3 (centres undefined) | 2.5
O=C(c1ccccc1Cl)N1CCc2ccccc2C1 | 14.6
O=C(O)c1cc(Br)ccc1NC(=O)C1CCCCC1 | 0.2
O=C(Nc1nc(-c2ccc3ccccc3c2)cs1)c1cc(Cl)ccc1Cl | -24.9
COc1ccccc1NC(=O)c1c(NC(=O)Cc2ccccc2)sc2c1CCC2 | -11.7
CC1CCc2c(sc(NC(=O)c3ccc(Cl)c(Cl)c3)c2C(N)=O)C1 (centres undefined) | -15.2
COc1ccc(/C(N)=N/OC(=O)CCc2ccccc2)cc1 | 12.4
Cc1cc(C)cc(NC(=O)c2ccco2)c1 | -15.4
CCOc1ccc(C(=O)Nc2ccc(NC(=O)c3ccco3)c(OC)c2)cc1 | 28.6
CCN(CC)c1ccc(NC(=O)c2ccc(OCc3ccccc3)cc2)cc1 | -5.0

3 entries out of the list, arranged by SMILES length, high to low:
SMILES | DUSP3 inh
COc1ccc(-c2cc(C(=O)Nc3nc(C)c(C)s3)c3ccccc3n2)cc1OC | -7.8
CCN(CC)c1ccc(NC(=O)c2ccc(OCc3ccccc3)cc2)cc1 | -5.0
Cc1cc(C)nc(SCC(=O)Nc2ccccc2C)n1 | -4.1

The listing picks up, starting two compounds before the break.
SMILES | DUSP3 inh
CCOc1ccc(C(=O)Nc2ccc(NC(=O)c3ccco3)c(OC)c2)cc1 | 28.6
CCN(CC)c1ccc(NC(=O)c2ccc(OCc3ccccc3)cc2)cc1 | -5.0
C=CCOC(=O)C1=C(C)NC2=C(C(=O)CC(C)(C)C2)C1c1cccc(Cl)c1Cl (centres undefined) | -5.2
Cc1cc(=O)n2ccc(CN(C)C)c(O)c2n1 | -26.6
O=C(Nc1ccc2nn(-c3ccc(Cl)cc3)nc2c1)c1ccccc1I | -19.0
C=CCOc1ccc2c(c1)C(=NO)c1cc(OCC=C)ccc1-2 | -21.4
O=C(O)CCCN1C(=O)/C(=C/c2cccc(F)c2)SC1=S | -0.6
Cc1nc2ccc(NC(=S)N3CCC(C)CC3)cc2nc1C | 8.0
COc1ccc2oc(=O)c(C(=O)N(Cc3ccccc3)Cc3ccccc3)cc2c1 | -1.0
Cc1c(NC(=O)CCN2C(=O)/C(=C\c3cccs3)SC2=S)c(=O)n(-c2ccccc2)n1C | -0.6
CC(=O)c1ccc(NC(=S)NC(NC(=O)c2ccccc2)C(Cl)(Cl)Cl)cc1 (centres undefined) | -9.3
COc1ccc(C)cc1NS(=O)(=O)c1ccc(Cl)cc1 | 22.9
COC(=O)C1=C(C)N(Cc2ccco2)C(=O)C1 | 9.9
COc1ccccc1N1CCN(/N=C\c2cccnc2)CC1 | 2.9

Only part of the results is shown; the hit share may differ from the screen's.
